Screens as filed in PubChem.
PAFAH2 FP inh: PAFAH2 enzyme inhibitors, primary screen, biochemical, fluorescence polarization, human; recombinant PAFAH2, FP-rhodamine activity probe; AID 492956, 2010; inhibition, % at 3.39 µM; actives 0.99% (n = 340,000); Platelet-activating factor acetylhydrolase 2, cytoplasmic (Homo sapiens), Q99487;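 active means inhibition above the mean over all tested compounds plus 3 SD, cut at about 30% in these data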;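 further: inhibitors block probe labeling of enzyme so polarization drops; 0% = enzyme with DMSO and 100% = wells lacking PAFAH2 protein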
PAFAH1B3 inh: PAFAH1B3 enzyme inhibitors, primary screen, biochemical, fluorescence polarization, human | actives 0.28% (n = 340,000) | inhibition, % at 3.39 µM | recombinant PAFAH1B3, FP-rhodamine probe | Platelet-activating factor acetylhydrolase IB subunit alpha1 (Homo sapiens), Q15102;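 active means inhibition above the screen-wide average of all tested compounds plus 3 SD, cut at about 25% in these data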;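 further: 0% = enzyme with DMSO only and 100% = wells lacking PAFAH1B3 protein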
pPAFAH inh: pPAFAH enzyme inhibitors, primary screen, biochemical, fluorescence polarization, human | Platelet-activating factor acetylhydrolase (Homo sapiens), Q13093 | actives 1.5% (n = 330,000) | recombinant pPAFAH, FP-rhodamine probe fluorescence polarization | AID 463082, 2010 | inhibition, % at 3.39 µM;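 active means inhibition above the mean inhibition across the screen plus 3 SD, cut at about 25% in these data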;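 further: inhibitors block binding of the rhodamine activity-based probe so polarization drops; 0% = enzyme with DMSO and 100% = wells lacking pPAFAH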
PAFAH1B2 FP inh: PAFAH1B2 enzyme inhibitors, primary screen, biochemical, fluorescence polarization, human; recombinant PAFAH1B2, FP-rhodamine activity probe; inhibition, % at 3.39 µM; actives 1.2% (n = 340,000); AID 492953, 2010;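 active means inhibition above the mean of all tested compounds plus 3 SD, cut at about 24% in these data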;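 further: 0% = enzyme with DMSO and 100% = wells lacking PAFAH1B2; many of its hits are not listed in these tables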
LYPLA2 counter: LYPLA2 inhibitors, primary screen, counter-screen for PME1 inhibitor project, biochemical, fluorescence polarization, FP-Rh probe ABPP | inhibition, % at 5.9 µM | Acyl-protein thioesterase 2 (Homo sapiens), O95372 | AID 2177, 2009 | recombinant LYPLA2 | actives 0.38% (n = 320,000);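 active means inhibition above the screen-wide mean plus 3 SD, limit set per campaign, cut at about 26% in these data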;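 further: 0% = LYPLA2 with DMSO and 100% = wells lacking LYPLA2 enzyme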
PREPL inhibitor: PREPL enzyme inhibitors, primary screen, biochemical, fluorescence polarization | Prolyl endopeptidase-like (Homo sapiens), Q4J6C6 | recombinant PREPL, fluorescence polarization activity-based probe | inhibition, % at 5.96 µM | actives 0.68% (n = 320,000) | AID 2751, 2010; in the data active means inhibition above about 43%;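 further: 0% = enzyme with DMSO and 100% = wells lacking enzyme; many of its hits are not listed in these tables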
Target sequence (Q4J6C6 whole entry, looked up): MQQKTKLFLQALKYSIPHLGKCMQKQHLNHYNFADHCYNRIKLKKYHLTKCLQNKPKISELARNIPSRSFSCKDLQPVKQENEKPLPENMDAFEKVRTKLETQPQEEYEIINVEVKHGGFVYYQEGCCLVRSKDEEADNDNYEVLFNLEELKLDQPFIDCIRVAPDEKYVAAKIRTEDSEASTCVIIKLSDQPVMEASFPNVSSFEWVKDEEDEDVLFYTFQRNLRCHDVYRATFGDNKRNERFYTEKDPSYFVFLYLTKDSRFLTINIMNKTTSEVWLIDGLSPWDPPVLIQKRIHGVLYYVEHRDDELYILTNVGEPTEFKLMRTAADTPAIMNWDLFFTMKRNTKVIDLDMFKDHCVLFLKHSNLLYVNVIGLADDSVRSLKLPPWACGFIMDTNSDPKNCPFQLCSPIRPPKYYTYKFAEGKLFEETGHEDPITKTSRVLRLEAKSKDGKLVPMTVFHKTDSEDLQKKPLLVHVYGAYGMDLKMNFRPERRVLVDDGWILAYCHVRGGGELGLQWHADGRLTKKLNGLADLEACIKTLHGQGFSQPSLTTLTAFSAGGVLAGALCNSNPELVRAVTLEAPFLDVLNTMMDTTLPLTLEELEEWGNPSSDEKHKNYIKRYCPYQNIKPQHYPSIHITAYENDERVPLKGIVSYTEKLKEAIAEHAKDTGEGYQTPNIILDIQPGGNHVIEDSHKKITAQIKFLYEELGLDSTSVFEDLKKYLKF
ZTA DNA inh: counter-screen for EBNA-1 inhibitors: inhibitors of Epstein-Barr virus ZTA; inhibition, % at 11 µM; P03206; actives 0.15% (n = 320,000); ZTA-DNA binding, fluorescence polarization; in the data active means inhibition above about 33%
LYPLA1 inh: LYPLA1 inhibitors, primary screen, counter-screen for PME1 inhibitor project, biochemical, fluorescence polarization, FP-Rh probe ABPP. inhibition, % at 5.9 µM. AID 2174, 2009. actives 0.16% (n = 320,000). recombinant LYPLA1;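 active means inhibition above the mean of all tested compounds plus 3 SD, set per campaign, cut at about 14% in these data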;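 further: inhibitors block serine hydrolase probe labeling of LYPLA1 so polarization falls; 0% = enzyme with DMSO and 100% = wells lacking LYPLA1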
Target sequence (O75608 whole entry, looked up): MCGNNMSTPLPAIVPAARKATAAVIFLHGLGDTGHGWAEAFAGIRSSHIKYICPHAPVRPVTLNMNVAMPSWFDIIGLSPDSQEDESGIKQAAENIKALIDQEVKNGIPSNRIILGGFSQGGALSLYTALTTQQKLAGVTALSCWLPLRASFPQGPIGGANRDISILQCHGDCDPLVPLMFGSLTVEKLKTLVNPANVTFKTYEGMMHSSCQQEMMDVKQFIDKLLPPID
EBNA-1 inhibitor: EBNA-1 DNA-binding inhibitors, primary screen, biochemical, fluorescence polarization | inhibition, % at 14.8 µM | actives 0.34% (n = 300,000) | AID 1950, 2009; in the data active means inhibition above about 28%
The depositor's hits bear a star; x = not tested or not shown; + = active, no number. The list is partial; the hit share may differ from the screen's.

SMILES | PAFAH2 FP inh | PAFAH1B3 inh | pPAFAH inh | PAFAH1B2 FP inh | LYPLA2 counter | PREPL inhibitor | ZTA DNA inh | LYPLA1 inh | EBNA-1 inhibitor
Cc1cccnc1NC(=O)C12CCC(C)(C(=O)O1)C2(C)C (configuration not stated) | -10 | 5 | -1 | -3 | 7 | 15 | -7 | 3 | 4
O=C(NC1CCCCC1)C(c1ccc(F)cc1)N(Cc1ccco1)C(=O)CN1C(=O)c2ccccc2S1(=O)=O (configuration not stated) | 1 | 5 | -5 | 3 | -22 | -5 | 3 | -3 | -7
C=CCN1C(=O)C(C(C)CC)NC1=S (configuration not stated) | -21 | 10 | 4 | 8 | -2 | 13 | -8 | -1 | -2
O=C(COC(=O)C1=NNC(=O)CC1)NCCc1ccccc1 | -4 | 7 | 3 | 0 | 1 | -8 | -6 | 2 | 5
COc1ccc(CNC(=O)CCCN2C(=O)NC3(CCCC3)C2=O)cc1 | -2 | 1 | 2 | 1 | -4 | 4 | -14 | -1 | x
Cc1c(NC(=O)/C=C/c2cn(-c3ccccc3)nc2-c2ccccc2)c(=O)n(-c2ccccc2)n1C | 0 | 1 | 0 | -2 | 12 | 16 | -4 | -4 | -22
O=C(Nc1ccccc1-c1nc2ccccc2s1)C1=COCCO1 | 0 | 9 | 1 | 0 | 1 | 0 | -5 | 0 | -2
CCOC(=O)c1cnc(SC)nc1Nc1cccc2ccccc12 | -2 | 7 | 0 | 1 | 7 | 11 | 0 | 4 | 4
COc1ccc(-c2cc(C(F)(F)F)n3nc(N)nc3n2)cc1 | 4 | 10 | 3 | 2 | 2 | 9 | 0 | 0 | 0
O=C(O)CS(=O)CC(=O)NCc1cccc(C(F)(F)F)c1 (configuration not stated) | -1 | 14 | 3 | 6 | -3 | -2 | -19 | -2 | -6
Cc1ccccc1Cn1c(=O)n(CCCC(=O)NCc2ccco2)c(=O)c2ccccc21 | 8 | -2 | -3 | -4 | 8 | -3 | 1 | 0 | 7
CC(=O)N1CCN(C2=NC(=O)C(=C3CCCCC3)S2)CC1 | -4 | 6 | 5 | 2 | -1 | 1 | -1 | -2 | -2
Cc1ccc(N(Cc2cc(=O)[nH]c3ccccc23)C(=O)CCl)c(C)c1 | -11 | 2 | 6 | 3 | -1 | -20 | 15 | -1 | 6
COc1cc(CNCCO)cc(Br)c1OCc1ccccc1Cl | 1 | -6 | 12 | -2 | 2 | -47 | 6 | -2 | -1
O=C(Nc1ncccc1O)c1cccc(S(=O)(=O)N2CCCc3ccccc32)c1 | 25 | -2 | 5 | 21 | -4 | -2 | 2 | 0 | -3
O=C(CN1C(=O)CCC1=O)Nc1nc(-c2ccc(Cl)s2)cs1 | 5 | -6 | 3 | -1 | -4 | -5 | -1 | -3 | 6
COc1cc2c(cc1OC)C(C)N(C(=O)c1cc(Cl)nc(Cl)c1)CC2 (configuration not stated) | 5 | -7 | 4 | 4 | -2 | -5 | 7 | -8 | 5
CNc1c([N+](=O)[O-])cnn1-c1ccc(Cl)cc1Cl | -3 | -2 | 4 | 1 | -2 | -21 | 0 | -2 | -2
CCOC(=O)c1cc(S(=O)(=O)Nc2cccc(OC)c2)cn1C | 0 | 10 | 3 | 6 | 7 | 10 | -9 | 4 | 3
CN(C)CC/C=C1\c2ccc(F)cc2Sc2cc(F)c(Cl)cc21 | x | x | 6 | x | -4 | -30 | -8 | -2 | 3
COc1ccccc1CC(=O)N1CCN(c2ccc([N+](=O)[O-])cc2)CC1 | 4 | -1 | 19 | 4 | 5 | 28 | 3 | 3 | -3
COc1ccc(Cl)c2sc(N3CCN(C(=O)C4=COCCO4)CC3)nc12 | -7 | 0 | 6 | 1 | -2 | 7 | 12 | 3 | 8
CCN(CC)c1ccc2nc3ccccc3[n+](CC)c2c1 | -5 | -2 | 10 | 3 | -11 | 14 | + | 2 | 174*
O=c1[nH]c(SCc2ccccc2)nc2ccsc12 | 22 | 1 | 6 | 4 | -2 | -2 | -1 | 0 | 7
CCCc1nc2ccccc2c(=O)n1/N=C/c1ccccc1O | 3 | 5 | 8 | 8 | -3 | -7 | 9 | -1 | -3
C=CCOc1ccccc1CN1CCC(C(=O)Nc2cccc(-c3ccn[nH]3)c2)CC1 | 0 | 2 | 3 | -3 | 8 | -5 | -1 | 1 | 1
CCN(CC)S(=O)(=O)c1ccc(N2CCCC2)c(NS(=O)(=O)c2cccs2)c1 | 13 | -1 | 3 | -1 | 3 | 1 | 17 | 0 | 3
O=C(CN1CCN(c2ccc(Cl)cc2)CC1)c1ccccc1 | 2 | 16 | -2 | -2 | 3 | 24 | -7 | -2 | -9
O=[N+]([O-])c1ccc(N2CCN(c3ccc(F)cc3)CC2)nc1 | 0 | 6 | 2 | 0 | -4 | 19 | -7 | -5 | 2
COCCNC(=O)c1ccc(CS(=O)(=O)c2ccc(Cl)cc2)o1 | 0 | 1 | -3 | 2 | 5 | 18 | 6 | 5 | -10
CCOC(=O)c1[nH]c(C(=O)O)c(OC(=O)CC)c1C | 8 | -3 | 2 | 3 | 1 | -2 | 0 | 1 | 11
Cc1ccc(/C=N/Nc2ccc(Cl)nn2)cc1 | 2 | 3 | 4 | 7 | 4 | 1 | -15 | 1 | 3
Cc1ccc(S(=O)(=O)NCCCN2CCOCC2)c(C)c1 | 0 | 3 | 7 | 5 | 3 | -4 | 1 | -1 | 2
Cc1cccc(OCC(=O)Nc2nonc2NC(=O)COc2cccc(C)c2)c1 | -10 | 9 | -6 | -2 | -3 | 9 | 12 | -7 | 5
COc1ccc2ccc3c(c2c1)N=CC1(O3)N(C)c2ccccc2C1(C)C (configuration not stated) | 5 | 14 | 33* | 1 | 8 | 17 | 5 | 0 | 5
Cc1cc(C)c(S(=O)(=O)c2ccccc2C)c(OCCN(C)C)n1 | -2 | 13 | 3 | 5 | 2 | 5 | -5 | 5 | -14
COc1ccc(C2=Nc3ccc(C)cc3C(c3ccccc3)N2CC(=O)NN)cc1 (configuration not stated) | 2 | 4 | 2 | 5 | 4 | 25 | -1 | -2 | 1
Cc1cc2ccccn2c1C(=O)c1nc(NCc2ccco2)ncc1Cl | 7 | 4 | 9 | 4 | 4 | 1 | -12 | 0 | -11
Cc1ccccc1COc1ccc(/C(O)=C2/C(=O)C(=O)N(CCCn3ccnc3)C2c2ccco2)cc1 (configuration not stated) | 13 | -3 | 21 | 4 | -1 | 14 | -4 | 1 | -9
CCOC(=O)N1CCN(C(=O)C(=O)Nc2sc3c(c2C(=O)O)CC(C)(C)OC3)CC1 | 5 | 8 | 3 | 1 | 11 | -4 | 0 | 3 | 1
O=C(COC(=O)CNC(=O)c1ccccc1F)NC12CC3CC(CC(C3)C1)C2 | -1 | 2 | 6 | 2 | 3 | 0 | -9 | 3 | x
Cc1cc(Cn2nc(C(=O)NCC3CC3)cc2-c2ccccc2)on1 | 1 | 2 | 6 | 7 | -3 | 2 | -6 | -1 | 6
CCc1c(O)nc(SCC(=O)Nc2ccc(Br)cc2)n(-c2ccc(C)cc2)c1=O | 6 | -3 | 7 | 6 | -6 | 10 | 2 | -2 | 0
COc1ccccc1CN(C)C(=O)c1cc2ccccc2o1 | -5 | -2 | 13 | 5 | -8 | -6 | 10 | 1 | 2
O=C(Nc1cc(C(F)(F)F)ccc1N1CCOCC1)c1ccco1 | 2 | -2 | 3 | -1 | 9 | 11 | -33 | -1 | -6
CCOc1cc(C(=O)OCc2ccc(C(=O)OC)o2)cc(Br)c1OC | x | x | 4 | x | 4 | -7 | 2 | 1 | 8
COc1cc(/C=N\NC(=O)c2nonc2N)c(OC)cc1Br | -4 | -5 | 8 | -3 | 3 | -1 | 20 | -1 | 7
O=C(Cn1cc2c(n1)CCCC2)NC1CCCCCC1 | 2 | 8 | -2 | 2 | 8 | 0 | -5 | 4 | -3
O=C(O)c1nccnc1C(=O)Nc1ccc(Cl)cn1 | 5 | 5 | 6 | 3 | -2 | 1 | 0 | 0 | 6
O=C(c1ccc2c(=O)n(-c3ccccc3)c(=S)[nH]c2c1)N1CCN(c2ccccc2)CC1 | 2 | 4 | 1 | 2 | 1 | 5 | 9 | 2 | x
CC(=O)C1=C(C)N(Cc2ccccc2)C(=O)N[C@H]1c1ccco1 | 5 | 5 | 3 | -3 | -9 | 10 | -5 | 0 | 0
Cc1nn(C(=O)c2ccoc2C)c(N)c1-c1ccccc1 | 1 | 9 | 7 | 0 | 14 | 2 | 2 | 7 | 3
Cc1ccc(N2C(=O)Nc3ccccc3S2(=O)=O)cc1Cl | -6 | 7 | 4 | 2 | 13 | -6 | 5 | 0 | 3
COc1ccc(NC(=O)NCCN2CCCCC2)cc1 | -9 | -1 | 0 | -4 | 0 | 9 | -12 | 2 | -2
COCCN(C(=O)C1CCN(C(=O)c2ccccc2C)CC1)c1c(N)n(CC(C)C)c(=O)[nH]c1=O | -8 | 4 | 1 | -2 | 1 | 7 | -8 | -2 | x
O=C(Nc1ccc([N+](=O)[O-])cc1)C1(c2ccccc2)CCOCC1 | 8 | 2 | 1 | 11 | 9 | 9 | 17 | -2 | 1
COCCNC(=S)N(CCc1c(C)[nH]c2ccc(OC)cc12)Cc1ccco1 | 5 | 0 | 11 | 10 | 3 | 14 | 0 | 0 | -4
CC(=O)Nc1cc(NC(C)=O)c(N=Nc2ccccc2)cc1C | -1 | 4 | 2 | 8 | -2 | -4 | 4 | 1 | 8
CCN(C(=O)COC(=O)c1cc2ccccc2cc1O)C1CCS(=O)(=O)C1 (configuration not stated) | 2 | 0 | -3 | 2 | 0 | 28 | 4 | 0 | -10
Cc1cc(=O)[nH]c(SCC(=O)N2CCCC2)n1 | 5 | 4 | 1 | 2 | x | 3 | x | x | x
Remaining list, next part
SMILES | PAFAH2 FP inh | PAFAH1B3 inh | pPAFAH inh | PAFAH1B2 FP inh | LYPLA2 counter | PREPL inhibitor | ZTA DNA inh | LYPLA1 inh | EBNA-1 inhibitor
Cc1nn(Cc2nc(-c3cccs3)no2)c(C)c1Br | 7 | 6 | 5 | 0 | -5 | -1 | 7 | -6 | 0
CCOC(=O)C1C(=O)CC(C)(O)C(C(=O)OCC)C1c1cccc(OC(F)(F)C(F)F)c1 (configuration not stated) | -2 | 8 | 1 | -1 | -8 | -2 | 15 | -4 | 8
S=c1[nH]c2ccccc2c2ccccc12 | -11 | 9 | 1 | -3 | 3 | -3 | 8 | -4 | -6
COc1cc(C2N(c3ccccn3)C(=O)C3CCCN32)cc(OC)c1OC (configuration not stated) | -3 | -3 | 1 | -1 | 1 | -2 | 5 | 2 | -3
COCCSc1nnc(NC(=O)CCS(=O)(=O)c2ccccc2)s1 | -5 | 3 | 2 | 8 | -3 | -2 | -11 | 2 | -10

Records listed so far marked active in pPAFAH inh.
Compound	PAFAH2 FP inh	PAFAH1B3 inh	pPAFAH inh	PAFAH1B2 FP inh	PREPL inhibitor	EBNA-1 inhibitor
COc1ccc2ccc3c(c2c1)N=CC1(O3)N(C)c2ccccc2C1(C)C (configuration not stated)	5	14	33*	1	17	5

2 entries from above in a different format.
compound	PAFAH2 FP inh	PAFAH1B3 inh	pPAFAH inh	PAFAH1B2 FP inh	LYPLA2 counter	PREPL inhibitor	ZTA DNA inh	LYPLA1 inh	EBNA-1 inhibitor
COc1cc(C2N(c3ccccn3)C(=O)C3CCCN32)cc(OC)c1OC (configuration not stated)	-3	-3	1	-1	1	-2	5	2	-3
COCCSc1nnc(NC(=O)CCS(=O)(=O)c2ccccc2)s1	-5	3	2	8	-3	-2	-11	2	-10
